DRD3 antagonist = qHTS of D3 Dopamine Receptor Antagonist: qHTS; AID 652054, 2013; max response, negative = inhibition, %; 2.5% of 360,000 active; D3R cells, DiscoveRx beta-arrestin luminescence, antagonist mode; hits give low values; in the data active = max response below about -50%; inconclusive = no clear call, values can overlap the other calls; also: % is scaled to controls: 0 for no effect and ±100 for the full control effect; mostly tested at two doses, the higher about 12 µM
Target sequence (P35462 whole entry, looked up): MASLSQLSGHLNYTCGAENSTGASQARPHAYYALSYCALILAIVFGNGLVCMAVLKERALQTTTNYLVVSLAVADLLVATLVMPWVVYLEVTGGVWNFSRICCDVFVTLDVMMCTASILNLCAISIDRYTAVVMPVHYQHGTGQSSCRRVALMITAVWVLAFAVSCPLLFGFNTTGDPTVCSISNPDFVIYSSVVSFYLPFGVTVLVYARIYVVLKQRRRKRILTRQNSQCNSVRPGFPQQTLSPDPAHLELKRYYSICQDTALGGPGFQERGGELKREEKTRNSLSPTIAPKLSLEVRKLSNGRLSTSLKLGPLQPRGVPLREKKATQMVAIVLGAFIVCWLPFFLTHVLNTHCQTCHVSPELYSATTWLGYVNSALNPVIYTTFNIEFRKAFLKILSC
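Cells expressing the human receptor were seeded at 1500 cells/well, incubated overnight at 37 degrees C in 5% CO2, then exposed to library compounds with dopamine controls for 90 minutes at 37 degrees C before luminescent detection.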
SW480 rereplic = A quantitative high throughput screen for small molecules that induce DNA re-replication in SW480 colon adenocarcinoma cells; SW480 DNA re-replication, Hoechst DNA content imaging, 48 h; 1.8% of 340,000 active; Potency, µM (titrated, usually from 46.1 µM), inactives show at the highest dose re-replication activation, most hits filed as activators; also: potency is read from the fitted curve at half-maximal effect; % of control where 0% means no effect; nearly all actives have a fitted effect of over 55% in size
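SW480 cells exposed to compounds for 48 hr at 37 C, 5% CO2, then Hoechst-stained 40 min. Nuclear DNA content imaged by fluorescence scanning (405 nm excitation, 500-530 nm emission); re-replication scored as increased high-intensity nuclei.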
HT1080 IDH1KD tx = qHTS for induction of synthetic lethality in tumor cells producing 2HG: qHTS for the HT-1080-IDH1KD cell line | HT-1080 IDH1 knockdown viability, ATP luminescence, 48 h | Potency, µM (doses to about 46.1 µM), inactives show top-dose activity, negative = toxicity, actives largely listed as cytotoxic | 2% of 360,000 active;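 also: potency is read from the fitted curve at half-maximal effect; 0% = DMSO wells and -100% = cell-free medium wells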
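CellTiter-Glo luminescence after 48 h compound exposure at 37 degrees C of IDH1-knockdown HT-1080 cells in 5% FBS RPMI. %Activity scaled between DMSO wells and cell-free media wells, with curves fitted and assigned curve classes.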
DRD3 agonist = qHTS of D3 Dopamine Receptor Agonist: qHTS; AID 652048, 2013; D3R DiscoveRx beta-arrestin cells, luminescence, 90 min; max activation, %; 0.58% of 410,000 active; D(3) dopamine receptor (Homo sapiens), P35462; in the data active = max activation above about 30%; also: 0% is about no effect; mostly tested at two doses, the higher about 12 µM
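Agonist mode: compounds and dopamine controls were applied to plated cells for 90 min at 37 degrees C after an overnight attachment at 1500 cells/well. Luminescent read-out followed 30 - 60 minutes at room temperature with DiscoveRx detection reagent.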
HT1080-NT tox = qHTS for induction of synthetic lethality in tumor cells producing 2HG: qHTS for the HT-1080-NT fibrosarcoma cell line; Potency, µM (doses to about 46.1 µM), for the others: top-dose activity, negative = less viability, hits mostly cytotoxic; 1.6% of 360,000 active; AID 686970, 2013; HT-1080-NT fibrosarcoma viability, CellTiter-Glo ATP luminescence, 48 h;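 also: NT is the 2HG producing partner of a matched IDH1 knockdown line; potency is read from the fitted curve at half-maximal effect; 0% = DMSO-treated cells and -100% = media-only wells without cells; nearly all actives have a fitted effect of over 55% in size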
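Viability by CellTiter-Glo luminescence after 48 h compound exposure at 37C of HT-1080-NT cells (750/well, RPMI, 5% FBS). % activity scaled between DMSO wells and medium-only wells, then curve-fitted and categorized by curve class.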
KB-V1 MDR tox = qHTS assay for MDR1-selective chemotherapeutics: Primary screen using the drug-selected MDR subline cells KB-V1 | KB-V1 MDR cells viability, CellTiter-Glo, 72 h | Potency, µM (top dose mostly 46.1 µM), inactives show top-dose activity change, negative = cytotoxicity, usual class: cytotoxic | 3.4% of 400,000 active; also: potency is read from the fitted curve at half-maximal effect; % is scaled to controls: 0 for no effect and ±100 for the full control effect; nearly all actives have a fitted effect of over 60% in size
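Cytotoxicity toward P-gp-expressing KB-V1 cells was determined as loss of CellTiter-Glo luminescence after 72 h at 37 degrees C. Compounds were tested in quantitative HTS format across a concentration range, with curves fitted to normalized data.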
KB-3-1 tox = qHTS assay for MDR1-selective chemotherapeutics: Primary screen using the parental adenocarcinoma cell KB-3-1; AID 1347075, 2019; 1.4% of 400,000 active; KB-3-1 viability, CellTiter-Glo ATP luminescence, 72 h; Potency, µM (doses to about 46.1 µM), for inactives: at the highest dose activity change, negative = cytotoxic, most hits filed as cytotoxic; also: potency is read from the fitted curve at half-maximal effect; % is scaled to controls: 0 for no effect and ±100 for the full control effect; nearly all actives have a fitted effect of over 60% in size
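Viability of parental KB-3-1 cells, measured by CellTiter-Glo luminescence, followed a 72 h incubation at 37 °C with pinned compounds in phenol-red-free DMEM containing 10% FBS.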
IL1B secr inh = qHTS for Inhibitors of Inflammasome Signaling: IL-1-beta AlphaLISA Primary Screen; THP-1 LPS/ATP IL-1B secretion, AlphaLISA, 16 h; hits give low values; activity change, % at 57.5 µM; 4.7% of 360,000 active; AID 743279, 2014; in the data active = activity change below about -50%; inconclusive = mostly about -30% to -49%; also: % is scaled to controls: 0 for no effect and ±100 for the full control effect
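Secreted IL-1B measured by AlphaLISA bead assay after 16 h compound exposure of THP-1 cells; compounds (final up to 57.5 uM) added 1 h before LPS (250 ng/mL) and ATP (1.25 mM) stimulation; lower signal means less secretion.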
GLP1R ag = qHTS of GLP-1 Receptor Agonists; Glucagon-like peptide 1 receptor (Homo sapiens), P43220; HEK293 GLP-1R CRE-luciferase, luminescence, 4-6 h; cells express a hypersensitive GLP-1R form; Potency, µM (series often up to 45.6 µM), for the others: at the top dose activation, hits mostly activators; 0.007% of 380,000 active; AID 624172, 2012; also: potency is read from the fitted curve at half-maximal effect; % of control where 0% means no effect
Target sequence (P43220 whole entry, looked up): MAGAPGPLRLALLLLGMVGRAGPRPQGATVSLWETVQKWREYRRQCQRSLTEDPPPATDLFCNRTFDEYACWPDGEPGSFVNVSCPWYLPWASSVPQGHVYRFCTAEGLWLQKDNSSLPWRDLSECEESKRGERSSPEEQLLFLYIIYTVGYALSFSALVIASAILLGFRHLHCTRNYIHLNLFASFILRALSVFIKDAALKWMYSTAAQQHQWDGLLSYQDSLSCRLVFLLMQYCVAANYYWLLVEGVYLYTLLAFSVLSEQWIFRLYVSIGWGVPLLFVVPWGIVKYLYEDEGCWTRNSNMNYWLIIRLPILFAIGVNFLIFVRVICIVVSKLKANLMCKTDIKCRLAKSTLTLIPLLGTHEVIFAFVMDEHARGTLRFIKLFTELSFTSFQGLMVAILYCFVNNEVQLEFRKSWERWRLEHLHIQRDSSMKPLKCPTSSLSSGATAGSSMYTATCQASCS
* marks the source's active call; other numbers are inactive results; ? = inconclusive; . = not tested or not shown; & = joins results of further samples; [ ] = dose if it differs, or a comment. Unless noted, calls follow the shape of the dose curve; as a rule, active = well fitted curve in the direction sought with a large enough effect; inconclusive = small, poorly fitted or top-dose-only effect, or another doubt; inactive = no such curve, though single readings can be large; an effect the other way counts as inactive or inconclusive.

SMILES | DRD3 antagonist | SW480 rereplic | HT1080 IDH1KD tx | DRD3 agonist | HT1080-NT tox | KB-V1 MDR tox | KB-3-1 tox | IL1B secr inh | GLP1R ag
O=C(O)CN1C(=O)NC2(CCCc3ccccc32)C1=O (centres undefined) | -19 | ? | 4% | -6 | 0% | ? | -1% | -7 | 1%
C/C(=N\NC(=O)CSc1nc2ccccc2o1)c1cccc(O)c1 | 13 | -16% | 13% | 8 | 2% | 19% | 3% | 30 | 19%
CCOC(=O)Cc1csc(NC(=O)c2cc3c(s2)CCCC3)n1 | -11 | 0% | ? | -23 | -29% | ? | 1% | -3 | 0%
O=C(OC(C(=O)Nc1cccc(C(F)(F)F)c1)c1ccccc1)C1CCCCC1 (centres undefined) | 8 | -7% | 3% | 20 | -7% | ? | 5% | 0 | -8%
O=C1CC2(CCN(C(=O)c3ccc(F)cc3)CC2)Oc2ccccc21 | 7 | -96%[inhibitor] | -2% | 8 | 0% | ? | -22% | -18 | 11%
CCOC(=O)C1(Cc2ccccc2)CCN(Cc2cnn(C(C)C)c2)CC1 | -6 | 2% | 0% | -2 | 0% | -25% | 5% | 33 | 3%
COc1ccc(Cl)cc1C(=O)OCC(=O)NC1CCCC(C)C1C (centres undefined) | 0 | 2% | 4% | 2 | 9% | -5% | 0% | -1 | 26%
O=C(c1ccccc1Cl)N1N=C(c2cccs2)CC1c1cccc(O)c1 (centres undefined) | 10 | -8% | 0% | 0 | 9% | 14% | -11% | 13 | -1%
CCCNC(=O)c1oc2ccc3c(c2c1C)C(=O)CC(C)(C)O3 | 2 | -9% | 9% | -4 | -2% | -6% | 0% | ? | 13%
Cc1cc(C)c(C)c(S(=O)(=O)N2CCC(C(=O)N3CCCCCCC3)CC2)c1C | -1 | -1% | 5% | -6 | 7% | -15% | -7% | 26 | -1%
O=C(CS(=O)(=O)c1c[nH]c2ccccc12)N1CCCc2ccccc21 | 9 | 7% | -9% | -4 | -11% | -36% | -15% | -8 | -4%
CC/C(=N\NC(=O)c1nnn(-c2nonc2N)c1-c1cccs1)c1ccccc1 | -15 | -20% | 2% | -7 | 2% | 6% | 7% | -6 | 7%
COc1ccc(C(C)C)cc1-c1cc(C(=O)NCc2cccc(C(F)(F)F)c2)[nH]n1 | -4 | . | 3% | 3 | -2% | -14% | 0% | 1 | 12%
N#Cc1ccc(NC(=O)CNc2cc(S(=O)(=O)N3CCOCC3)ccc2NCC2CCCO2)cc1 (centres undefined) | 10 | -1% | -17% | 1 | 0% | -18% | 6% | 3 | 4%
Cc1cc(NC(=O)c2cc3ccccc3o2)cc(C)c1OCC(=O)N1CCOCC1 | -26 | 6% | 4% | 6 | -2% | -6% | 6% | -10 | -3%

Reprinted from the part before: 2 entries; new compounds follow.
SMILES | DRD3 antagonist | SW480 rereplic | HT1080 IDH1KD tx | DRD3 agonist | HT1080-NT tox | KB-V1 MDR tox | KB-3-1 tox | IL1B secr inh | GLP1R ag
N#Cc1ccc(NC(=O)CNc2cc(S(=O)(=O)N3CCOCC3)ccc2NCC2CCCO2)cc1 (centres undefined) | 10 | -1% | -17% | 1 | 0% | -18% | 6% | 3 | 4%
Cc1cc(NC(=O)c2cc3ccccc3o2)cc(C)c1OCC(=O)N1CCOCC1 | -26 | 6% | 4% | 6 | -2% | -6% | 6% | -10 | -3%
CC(C)NCCCCOc1cccc(Br)c1 | ? | 0% | -13% | -38 | -3% | 4% | -3% | -21 | -1%
CC(C)C(NC(=O)C1CCCCC1)C(=O)N1CCN(c2ccc(F)cc2)CC1 (centres undefined) | 2 | 21% | 2% | 0 | 3% | 0% | 2% | 23 | 1%
Cn1c(=O)[nH]c(NCCc2ccc(O)cc2)c([N+](=O)[O-])c1=O | 1 | -4% | 15% | -5 | 8% | -1% | 5% | 15 | 0%
O=C(O)c1cccnc1SCc1cn2cc(Br)ccc2n1 | 7 | ? | 0% | -6 | -1% | -1% | 16% | 13 | -1%
COc1ccc(C(C)=O)cc1COC(=O)c1cc(C)nc2ccccc12 | 12 | -4% | -14% | 11 | 2% | 0% | -1% | 65 | 20%
O=C(O)c1cccc(-n2cccc2/C=N/O)c1 | 15 | -5% | 10% | 2 | 3% | -11% | -10% | -24 | -7%
N#Cc1ccccc1S(=O)(=O)N1CCN(C(=O)C2CCC2)CC1 | 3 | 1% | 5% | 4 | 5% | -1% | -2% | 4 | -2%
CCC(C)(C#CCN1CCCCC1)OC(C)=O (centres undefined) | 6 | -124%[inhibitor] | 0% | 2 | 15% | 13% | 3% | 1 | 0%
CC(C)(C)n1cn[nH]c1=S | 7 | -4% | 6% | 8 | 13% | 2% | -21% | 21 | 11%
COc1cc(C(=O)NC(C)c2ccc(S(N)(=O)=O)cc2)ccc1OCC(=O)N1CCOCC1 (centres undefined) | 4 | -1% | 14% | 1 | 2% | 20% | -1% | -16 | 3%
O=C(Nc1ccc(CSc2ccccc2)cc1)c1ccco1 | 11 | -7% | -4% | 4 | 0% | 21% | 2% | -17 | -1%
O=C(c1ccc(S(=O)(=O)c2ccccc2)cc1)N1CCCCCC1 | 9 | 3% | 1% | 2 | -1% | 2% | 6% | 3 | 14%
O=C(OCc1cn([C@H]2C[C@H](c3ccccc3)N(CC3CCCCC3)C[C@@H]2O)nn1)c1ccccc1 | 0 | . | -7% | -2 | -6% | ? | -22% | 23 | 7%
COc1cc(C2C3=C(CC(C)(C)CC3=O)NC3=C2C(=O)c2ccccc23)ccc1O (centres undefined) | 1 | 0% | -22% | 4 | -24% | -9% | 4% | 5 | 13%
Cc1nc2ccccc2n2c(-c3ccccc3)c3c(=O)n(C)c(=O)n(C)c3c12 | 26 | -5% | -4% | 3&3 | 16% | 1%&-22% | 1%&-1% | 1 | 5%
Cn1cc(C(=O)N2CCN(c3cccc(Cl)c3)CC2)c(=O)c2cc(S(=O)(=O)N3CCOCC3)ccc21 | -9 | -15% | 6% | -3 | -2% | ? | 5% | 20 | 0%
CCN1CCS/C1=C/C=C/C1=[N+](CC)CCS1 | 0 | 3% | . | -5 | . | 0% | ? | 10 | 1%
CCN(c1ccccc1)S(=O)(=O)c1ccc2c(c1)CCCN2C(C)=O | 18 | -8% | 1% | 7 | 0% | ? | 3% | 22 | 6%
Cc1ccc(N=C2NC(=O)/C(=C/c3cccn3C)S2)c(C)c1 | -9 | -100%[inhibitor] | -20% | 5 | -18% | 23µM* | 0% | -21 | 19%
CCCOc1ccc(C(=O)NNC(=S)NC(C)=O)cc1 | 15 | ? | 7.1µM* | 3 | 7.1µM* | -13% | 16µM* | 63 | -14%
CC(=O)Nc1ccc(CN2C(=O)C(Cc3ccccc3)ON=C2c2ncccc2C)cc1 (centres undefined) | 0 | . | 1% | 7 | 4% | -24% | 9% | 15 | 9%
Cc1nc2ccc(C(=O)Nc3ccccc3Cl)cc2s1 | -10 | -3% | 0% | -9 | 2% | 7% | 1% | -16 | 6%
O=C(O)CCC(=O)Nc1cccc(-c2nnc(-c3ccccc3)o2)c1 | 14 | -3% | 1% | 1 | 2% | 13% | 6% | -4 | -7%
CCOC(=O)C1(C)CCN1C(=O)/C=C/c1ccccc1 (centres undefined) | 14 | . | 8% | 10 | 23% | 3% | 0% | 23 | -2%
O=C(Nc1nnc(-c2ccc(Cl)s2)o1)C1CCCCC1 | 0 | -8% | -7% | 3 | -8% | 0% | -18% | -13 | -5%
O=C(COC(=O)CNS(=O)(=O)c1ccc(Br)cc1Cl)NC1CC1 | 23 | -2% | 11% | 2 | 7% | -3% | -5% | 11 | -8%
CC(=O)Nc1ccc(S(=O)(=O)N(C)C2CCN(C)CC2)cc1 | -19 | -4% | 4% | -12 | 26% | 0% | 11% | -3 | -16%
COc1ccc(S(=O)(=O)N2CCCCC2C(=O)O)cc1OC (centres undefined) | 18 | -7% | 25% | 3 | 26% | 6% | -2% | -27 | -19%
COc1ccc(-c2nn3c(=O)c(C)nnc3s2)cc1 | 34 | -6% | 2% | 5 | 3% | 0% | 13% | 20 | 3%
CCOC(=O)N1CCN(C(=O)c2ccccc2NC(=O)COc2ccccc2C)CC1 | 0 | -3% | -3% | 2 | -2% | -6% | 0% | 0 | 12%
COC(=O)c1ccccc1NC(=S)NC(=O)COc1ccc(C(C)C)cc1 | -13 | 1% | 2% | -7 | -5% | 1% | -7% | 35 | 2%
COc1ccc(C2NC(=O)NC(C)=C2C(=O)Nc2cc(C)cc(C)c2)c(OC)c1 (centres undefined) | . | . | . | 3 | . | 0% | -3% | . | 1%
Cc1nc(NS(=O)(=O)c2cccc([N+](=O)[O-])c2)sc1C(C)(C)C | ? | -11% | 2% | -4 | -8% | 22% | -8% | 11 | 16%
COc1ccc(NC(=O)CN(C)C(=O)c2c(C)nn(-c3ccccc3)c2Cl)cc1 | 1 | -25% | 2% | 4 | 2% | 1% | 9% | 10 | 6%
C=CCN1CCN(C(=O)c2ccc3c(c2)OCO3)CC1 | 9 | -10% | 13% | -7 | 7% | 3% | -3% | 5 | 7%
CCC(C)n1c(SCc2ccc([N+](=O)[O-])cc2)nc2ccsc2c1=O (centres undefined) | -6 | 0% | -11% | -27 | -14% | ? | ? | ? | 23%
COCCCN(Cc1ccccn1)S(=O)(=O)Cc1ccccc1 | ? | 2% | 10% | 3 | 13% | -11% | 4% | 24 | -29%

Screening data deposited in PubChem BioAssay by National Center for Advancing Translational Sciences (NCATS).
